EPAC2 antagonist – qHTS for Antagonist of cAMP-regulated guanine nucleotide exchange factor 2 (EPAC2): primary screen | EPAC2 GEF exchange of Rap1B-BODIPY-GDP, fluorescence | Potency, µM (series often up to 114 µM), inactives show at the highest dose activity, negative = inhibition, usual class: inhibitors | hit rate 0.18% among 360,000 | AID 720708, 2013; note: % is set by controls: 0 for no effect and ±100 for the full control effect; nearly all actives have a fitted effect of over 45% in size; many of its hits are not listed in these tables
Target sequence (Q8WZA2 whole entry, looked up): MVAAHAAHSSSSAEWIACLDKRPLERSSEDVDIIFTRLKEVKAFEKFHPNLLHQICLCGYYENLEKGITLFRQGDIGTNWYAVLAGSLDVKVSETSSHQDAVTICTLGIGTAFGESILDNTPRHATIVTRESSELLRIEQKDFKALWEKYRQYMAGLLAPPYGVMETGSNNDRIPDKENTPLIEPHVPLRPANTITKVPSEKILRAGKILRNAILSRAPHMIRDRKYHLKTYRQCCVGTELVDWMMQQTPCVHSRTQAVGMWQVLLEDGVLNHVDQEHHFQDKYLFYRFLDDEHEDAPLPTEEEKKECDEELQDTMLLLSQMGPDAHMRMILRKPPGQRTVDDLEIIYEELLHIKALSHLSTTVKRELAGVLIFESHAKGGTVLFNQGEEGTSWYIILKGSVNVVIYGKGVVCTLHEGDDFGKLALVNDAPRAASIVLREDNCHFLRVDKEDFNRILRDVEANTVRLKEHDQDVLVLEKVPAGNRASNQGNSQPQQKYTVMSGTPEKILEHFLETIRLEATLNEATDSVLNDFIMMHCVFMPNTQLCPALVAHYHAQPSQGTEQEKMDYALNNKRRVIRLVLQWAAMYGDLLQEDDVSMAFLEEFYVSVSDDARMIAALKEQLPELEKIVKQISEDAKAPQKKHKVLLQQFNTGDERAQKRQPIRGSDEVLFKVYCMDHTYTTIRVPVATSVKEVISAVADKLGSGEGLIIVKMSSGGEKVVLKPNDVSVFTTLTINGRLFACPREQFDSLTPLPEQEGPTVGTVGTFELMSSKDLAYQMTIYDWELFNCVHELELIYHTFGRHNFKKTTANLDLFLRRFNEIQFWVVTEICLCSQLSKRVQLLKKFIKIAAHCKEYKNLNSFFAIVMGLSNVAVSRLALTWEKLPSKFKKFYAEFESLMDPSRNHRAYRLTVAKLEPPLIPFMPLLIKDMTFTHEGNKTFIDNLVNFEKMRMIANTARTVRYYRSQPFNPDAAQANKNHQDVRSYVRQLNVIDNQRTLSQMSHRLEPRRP
TGFb inhibitor – qHTS for Inhibitors of TGF-b; HepG2 CAGA-GFP TGF-b/SMAD3 reporter, GFP fluorescence, 18 h; TGF-beta stimulated, 500 pg/mL final; Potency, µM (highest dose often 46.1 µM), for the others: at the highest dose activity, negative = inhibition, most hits filed as inhibitors; hit rate 1.2% among 410,000; AID 588855, 2011; note: % is set by controls: 0 for no effect and ±100 for the full control effect; nearly all actives have a fitted effect of over 65% in size
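HEPG2 CAGA-GFP, 1000 cells/well; 2 h settle, 37 C; cpd via pin tool; TGF-b 500 pg/mL final; 18 h, 37 C; GFP imaging ex488/em500-530; %Activity normalised to -TGF-b and +DMSO controls; CRC fit, curve class.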
HepG2 viability – qHTS for Inhibitors of TGF-b: Cytotox Counterscreen; HepG2 CAGA-GFP viability, ATP luminescence, 18 h; Potency, µM (highest dose often 46.1 µM), for the others: top-dose activity change, negative = cytotoxicity, hits mostly cytotoxic; hit rate 0.76% among 410,000; AID 588856, 2011; note: some results filed as inactive show a strong effect at the top dose
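HepG2 CAGA-GFP cells (1000/well, DMEM with 1% FBS) received compound, then TGF-beta at 500 pg/mL final, and were incubated 18 hours at 37 degrees C. Viability was read by CellTiter-Glo luminescence. Media-only wells were set as complete cell-killing and DMSO as no toxicity.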
ATXN viability – Viability Counterscreen for Primary qHTS for Inhibitors of ATXN expression; hit rate 0.49% among 400,000; Potency, µM (highest dose often 56.7 µM), hits mostly cytotoxic; S2 cells (HEK-293 line with an ATXN2-luciferase reporter) viability, CellTiter-Fluor protease fluorescence, 24 h; note: nearly all actives have a fitted effect of over 40% in size
ATXN2 expr inh – Primary qHTS for Inhibitors of ATXN expression | Potency, µM (highest dose often 57 µM), for the others: at the highest dose activity change, negative = inhibition, hits mostly inhibitors | HEK-293 ATXN2-luciferase reporter, luminescence, 24 h | hit rate 0.72% among 360,000; note: % is set by controls: 0 for no effect and ±100 for the full control effect; nearly all actives have a fitted effect of over 55% in size
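ATXN2-luciferase reporter cells (luciferase flanked by upstream and downstream ATXN2 gene portions) were treated 24 h at 37 °C with compounds at up to 57 uM. SteadyGlo luminescence gave expression; GF-AFC fluorescence gave viability.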
Nrf2 ARE act – qHTS of Nrf2 Activators; Potency, µM (top dose mostly 46.1 µM), inactives show top-dose activation, most hits filed as activators; AID 624171, 2012; AREc32 ARE-luciferase reporter (MCF7-derived line), luminescence, 24 h; hit rate 0.31% among 410,000; note: % of control where 0% means no effect; nearly all actives have a fitted effect of over 65% in size
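ARE-driven firefly luciferase activity in AREc32 cells measured after a 24 hr compound exposure at 37 deg C, using Steady-Glo reagent and a 30 min room-temperature hold.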
Nrf2 inh – Nrf2 qHTS screen for inhibitors | A549 ARE-Fluc reporter, luciferase luminescence, 18-24 h | Potency, µM (highest dose often 46 µM), without a hit: top-dose activity change, negative = inhibition, usual class: inhibitors | hit rate 2.1% among 360,000 | AID 504444, 2011; note: % is set by controls: 0 for no effect and ±100 for the full control effect; nearly all actives have a fitted effect of over 60% in size
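In this cell-based qHTS, ARE-driven firefly luciferase in A549 cells reports Nrf2 activity; the luminescent signal after BugLite lysis is the measured value, with a prior CellTiter-Fluor read for cell health.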
A549 tox – Nrf2 qHTS screen for inhibitors: counterscreen for cytotoxicity; A549 ARE-Fluc cells, CellTiter-Fluor viability, 18-24 h; Potency, µM (top dose mostly 46 µM), without a hit: at the top dose activity change, negative = cytotoxicity, most hits filed as inhibitors; hit rate 0.16% among 390,000; AID 504648, 2011; note: % is set by controls: 0 for no effect and ±100 for the full control effect
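Cytotoxicity counterscreen: CellTiter-Fluor fluorescence was measured in A549 ARE_Fluc cells after 18-24 h of compound exposure in a concentration series. The subsequent BugLite luminescent read reports ARE-luciferase activity.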
MCF10A rereplic – A quantitative high throughput screen for small molecules that induce DNA re-replication in MCF 10a normal breast cells | MCF 10A DNA re-replication, Hoechst nuclear intensity, 48 h | Potency, µM (top dose mostly 46.1 µM), inactives show top-dose activity, positive = re-replication, hits mostly activators | hit rate 2.9% among 350,000 | AID 624296, 2012; note: % of control where 0% means no effect; nearly all actives have a fitted effect of over 50% in size
* = called active by the depositor; i = inactive; ? = inconclusive; . = no result given; [ ] = remark or other dose. Calls come from the whole dose curve; as a rule, active = well fitted curve in the direction sought with a large enough effect; inconclusive = small, poorly fitted or top-dose-only effect, or another doubt; inactive = no such curve, though single readings can be large; an effect the other way counts as inactive or inconclusive. Potency is the fitted concentration of half-maximal effect. Only part of the results is shown, so the mix of outcomes need not match the whole.

SMILES | EPAC2 antagonist | TGFb inhibitor | HepG2 viability | ATXN viability | ATXN2 expr inh | Nrf2 ARE act | Nrf2 inh | A549 tox | MCF10A rereplic
COc1ccc(-c2noc(COc3ccc(Cl)c(C)c3)n2)cc1 | 14% | 5% | 11% | i | -26% | -2.6% | -13% | 0% | 16%
O=C(CSCc1ccc(Cl)cc1)Nc1cc([N+](=O)[O-])ccc1O | 6% | ? | -8% | ? | ? | 4.5% | 15% | 8% | 27%
CCCCN1C(=O)C(O)=C(C(C)=O)C1c1ccccc1 (centres undefined) | -1% | -2% | 12% | i | -2% | 0.1% | -20% | -9% | -4%
CN1C(=O)CSc2ccc(NC(=O)N3CCOCC3)cc21 | 6% | 30% | 1% | i | 7% | 2.5% | ? | 7% | 2%
O=C(NCCCn1ccnc1)c1ccc(F)cc1 | -1% | 0% | -3% | i | 6% | 0.3% | -2% | -1% | -1%
O=C1C(Cl)=C(N2CCCCC2)C(=O)C(Cl)=C1c1cnc(N2CCCCC2)s1 | 8% | -9% | -32% | ? | ? | 18% | 12% | . | 5.8µM*
Cc1ccc2nc(SC(C(=O)c3ccccc3)c3ccccc3)nc(C)c2c1 (centres undefined) | 14% | -14% | -9% | i | -2% | 1.8% | 2% | 5% | 11%
Nc1ccc(C(=O)c2cccs2)cc1 | 11% | 13% | 7% | i | 24% | 2.0% | ? | -4% | 0%
Cc1cc(C)cc(N(CCC#N)C(=O)COC(=O)Cn2[nH]c(=O)c3ccccc3c2=O)c1 | -5% | 9% | -1% | i | 0% | -0.4% | -19% | -1% | -2%
Cc1cc(-c2n[nH]c(=S)n2-c2ccccc2)nn1C | 18% | 0% | 0% | i | 0% | -0.8% | 5% | 0% | 1%
Cc1ccc(Nc2ccc([N+](=O)[O-])nc2[N+](=O)[O-])cc1 | -4% | ? | -43% | i | -20% | ? | ? | ? | 2%
CC(=O)c1cc2c(cc1NC(=O)CN1CCCCC1C)OCO2 (centres undefined) | -2% | -4% | -15% | i | 2% | 2.8% | -6% | 8% | 0%
Cc1c(NC(=O)c2ccc3ncccc3c2)c(=O)n(-c2ccccc2)n1C | -4% | -1% | 7% | i | 1% | -1.1% | 7% | 2% | -1%
O=C(OCCN1C(=O)c2cccc3c(N4CCOCC4)ccc(c23)C1=O)c1ccc(Cl)cc1Cl | 180%[activator] | 50%[activator] | 4% | . | -25% | 0.1% | ? | ? | ?
CC1CCC(NC(=O)CCS(=O)(=O)c2ccc3c(c2)CCN3C(=O)C2CC2)CC1 (centres undefined) | 1% | -1% | -28% | i | -5% | -0.4% | -3% | 1% | 1%
CCOC(=O)N1CCC(NC(=O)CS(=O)(=O)Cc2nc(-c3ccc(OC)cc3)oc2C)CC1 | 2% | -11% | 4% | i | -5% | 0.7% | 24% | 4% | 0%
Cc1ccc(N(CC(=O)NCC(O)c2ccccc2)S(=O)(=O)c2ccc(C)cc2)cc1 (centres undefined) | -16% | 9% | -8% | i | -1% | 2.5% | 0% | 2% | 10%
CCn1c2ccccc2c2nn(C)c(=N)nc21 | -4% | -5% | -18% | i | -11% | 1.8% | 0% | -3% | 6%
CCCOC(=O)NC1CCS(=O)(=O)C1 (centres undefined) | 13% | 8% | 0% | i | 2% | 0.2% | 9% | -3% | -1%
Cc1ccc(C(C)C)cc1S(=O)(=O)NCc1cccnc1 | -3% | -26% | -7% | i | -10% | 0.3% | 1% | -11%[1.84 µM] | -13%
CCCCCCNC(=O)CNC(=S)N(Cc1cccs1)C1CCCCC1 | -4% | ? | -50% | i | ? | 0.0% | 16µM* | ? | ?
CC(C)c1nc2oc3c(N(C)CCO)ncnc3c2c2c1CCC2 | 5% | 3% | 1% | i | -19% | -0.1% | ? | -20% | 14%
COc1ccc(N2CC(NC(=O)C3CCCC3)CC2=O)cc1OC (centres undefined) | . | -1% | 0% | i | 9% | 0.0% | . | 9% | .
COc1ccc(S(=O)(=O)Nc2ccccc2C(=O)N2CCOCC2)cc1C | 2% | 11% | 14% | i | 18% | -0.8% | ? | 4% | 4%
C[C@H](CO)N1C[C@H](C)[C@@H](CN(C)C(=O)NC2CCCCC2)Oc2c(NC(=O)Nc3ccc(C(F)(F)F)cc3)cccc2C1=O | 3% | 14µM* | -41% | ? | ? | 3.9% | ? | -20% | -2%
CC1CCCCC1NC(=O)CN1C(=O)NC(Cc2ccccc2)(Cc2ccccc2)C1=O (centres undefined) | 1% | 1% | -3% | i | 7% | 1.4% | ? | 11% | 0%
CCCCN(CCCNC(=O)c1ccc2c(c1)NC(=O)CN2C)c1ccccc1 | -7% | ? | 16µM* | 18µM* | . | -6.0% | . | . | .
C[C@H](CO)N1C[C@H](C)[C@@H](CN(C)CC2CC2)Oc2c(NC(=O)C3CC3)cccc2C1=O | 1% | -18% | -16% | i | -5% | -0.7% | -3% | 3% | -23%
CCN(CC)C(=O)CSC1=Nc2ccccc2C2=NC(Cc3c[nH]c4ccccc34)C(=O)N12 (centres undefined) | 5% | -1% | -3% | ? | 6% | 0.6% | 3% | -5% | 4%
O=C(Nc1cc(Cl)ccc1N1CCOCC1)c1cccnc1 | -14% | -4% | -14% | i | -10% | 0.4% | 23% | 12% | -2%
O=C(CN(C1CCCCC1)S(=O)(=O)c1ccc(Cl)cc1)NCc1ccncc1 | -2% | -4% | -6% | i | -6% | -0.5% | -1% | 1% | -5%
CC(C)(C)c1ccc(S(=O)(=O)NC(=O)C2(C)CCN2C(=O)Cc2cc(F)ccc2F)cc1 (centres undefined) | 3% | 0% | -20% | i | -2% | -0.4% | . | . | .
Cn1c(=S)c2[nH]c(SCCN)nc2n(C)c1=O | 2% | -7% | -28% | i | -8% | -0.5% | -9% | -3% | 12%
Cc1oc(-c2cccc(Cl)c2)nc1CN1CCCC(C(=O)NCc2ccc(Cl)cc2)C1 (centres undefined) | . | ? | -7% | i | 2% | -0.3% | -2% | -11% | .
CCc1nnc(NC(=O)C2CCCN2S(=O)(=O)c2ccc(F)cc2)s1 (centres undefined) | 10% | 8% | -15% | i | -2% | -0.7% | ? | -2% | 5%
COC(=O)C1=C(C)N=C2SC(C)C(=O)N2C1c1cccc(F)c1 (centres undefined) | 12% | 0% | -18% | i | -17% | 0.2% | 2% | 14% | 3%
O=C1CCCc2oc3c(c21)CCCC3 | 9% | 0% | 6% | i | -17% | 0.3% | 11% | -1% | ?
O=C(c1ccc2c(c1)N(Cc1ccc(Cl)cc1)C(=O)c1ccccc1S2(=O)=O)N1CCC(Cc2ccccc2)CC1 | . | 0% | -26% | i | -22% | -1.2% | ? | -6% | .
O=[N+]([O-])c1ccc(N2CCCC2)nc1N1CCCC1 | -13% | 5% | 1% | i | -3% | 4.5% | -9% | -17% | -20%
COc1ccc(-c2csc(N(CCCN(C)C)C(=O)c3ccc(C)cc3)n2)cc1 | 1% | ? | -57% | ? | ? | 4.7% | 4% | -10% | 19%
CCN1CCN(c2cc(C)c3cc(NC(=O)c4cccc(Cl)c4)ccc3n2)CC1 | . | ? | -78% | . | . | 7.2% | 4%[9.27 µM] | ? | .
CN(C)CCN(C(=O)/C=C/c1cccs1)c1nc2c(F)cc(F)cc2s1 | ? | 1% | -29% | ? | -28% | ? | -10% | -18% | ?
CC1=NN(C(=O)c2csc(C)c2)C(O)(C(F)(F)F)C1 (centres undefined) | 11% | -6% | -71% | i | 5% | 3.9% | 1% | -7% | 0%
Cc1ccccc1C(=O)O/N=C(\N)c1ccncc1 | 0% | 19% | -18% | i | 13%[11.3 µM] | ? | ? | -2% | -5%
OCC1(CO)CCCC(CO)(CO)C1O | 6% | 0% | 1% | i | -20% | -0.2% | 1% | -6% | -2%
CC(CC(=O)Nc1cc(C(F)(F)F)ccc1Cl)c1ccccc1 (centres undefined) | -4% | -3% | -11% | i | -1% | -0.4% | -22% | -2% | 28%
CCN(CC)CCCNc1oc(/C=C/c2ccccc2)nc1C#N | 1% | 26% | 11% | . | -16% | 6.8% | 28% | 14% | ?
CC(=O)Oc1ccc(-c2csc(Nc3cccc(C)n3)n2)cc1 | 7% | ? | -60% | ? | 79%[activator] | 2.5% | ? | ? | ?
Cc1cc(C(=O)COc2ccc(Br)cc2F)c(C)n1CC1CCCO1 (centres undefined) | 7% | 2% | 0% | i | . | -0.1% | . | . | .
Oc1c(C(c2cccs2)N2CCN(c3cccc(Cl)c3)CC2)sc2ncnn12 (centres undefined) | -17% | -23% | -26% | ? | -17% | 0.2% | ? | 0% | 2%
CC(=O)N1CC2(C)CN(C(C)=O)CC(C)(C1)C2O (centres undefined) | -3% | 22% | -3% | i | 1% | 0.9% | -19% | -5% | -4%
Cc1ccc(S(=O)(=O)N2CCC(C(=O)Nc3ccccc3N3CCCC3)CC2)cc1C | 5% | ? | 0% | i | -3% | 0.8% | 2% | -6% | 18%
Clc1nc(Cl)nc(NCCC2=CCCCC2)n1 | 1% | 7% | 3% | i | 2% | 0.3% | -2% | -3% | -16%
